Screening results deposited in PubChem by National Center for Advancing Translational Sciences (NCATS).
ERG Ets-DNA blk – inhibitors of human ERG Ets domain-DNA interaction. fluorescence polarization, His-ERG Ets domain / labelled DNA. actives 0.028% (n = 370,000). AID 624246. P11308. Potency, µM (titrated, usually from 76.9 µM), for the others: at the top dose FP activity, negative = inhibition, hits mostly inhibitors; active = well fitted inhibition curve with a large enough effect in the polarisation, with a control signal flat; inconclusive = small, poorly fitted or top-dose-only effect, or effect the other way, or a change in a side signal; inactive = no such curve, though single readings can be large or run the other way; the % refers to the polarisation;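 also: polarization taken with two DNA probes labelled with fluorescein and Texas red; potency is read from the fitted curve at half-maximal effect; % of control where 0% means no effect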
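His-tagged ERG Ets domain (1 uM in the protein solution; 300mM KCl, 50mM Tris-HCl, 1mM EDTA, 1mM DTT, pH 7.5) received compound, then a probe mix of 5 nM fluorescein-DNA and 100nM Texas-615-DNA. Fluorescence polarization was read for both dyes.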
Anesthetic bind – binds horse apoferritin like a general anesthetic; P02791; apoferritin/1-aminoanthracene competitive binding, fluorescence; Potency, µM (top dose mostly 77.5 µM), inactives show at the highest dose activity change, negative = displacement, hits mostly inhibitors; actives 0.074% (n = 350,000); AID 485281; also: potency is read from the fitted curve at half-maximal effect; % is scaled to controls: 0 for no effect and ±100 for the full control effect; nearly all actives have a fitted effect of over 20% in size
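Read-out: endpoint 1-AMA fluorescence, excitation 380 nm and emission 535 nm, after compounds sit 10 min at room temperature with 10 uM horse-spleen apoferritin in 50% saturated 1-AMA/PBS. Values come from four-parameter Hill fits.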
POLK inh – blocks human DNA polymerase kappa activity; purified Pol kappa, fluorescent DNA synthesis assay, 10 min; Potency, µM (series often up to 107 µM), for inactives: top-dose activity, negative = inhibition, most hits filed as inhibitors; actives 0.53% (n = 400,000); AID 588579; also: potency is read from the fitted curve at half-maximal effect; % is scaled to controls: 0 for no effect and ±100 for the full control effect
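Inhibition of 10 nM Pol kappa is measured by a fluorescent read-out at 0 and 10 min following addition of 50 nM substrate (final), with a 15-min room-temperature compound preincubation.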
ALOX12 inh – ALOX12 (human) lipoxygenase inhibition; P18054; purified 12hLO, xylenol orange hydroperoxide absorbance; Potency, µM (top dose mostly 108 µM), for the others: top-dose activity change, negative = inhibition, usual class: inhibitors; actives 1.1% (n = 580,000); also: potency is read from the fitted curve at half-maximal effect; % is scaled to controls: 0 for no effect and ±100 for the full control effect
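Purified human 12hLO at 150 nM in 25 mM Hepes, 0.01% Triton X-100, pH 7.0, preincubated 15 min at room temperature with compound. Reaction started with 40 uM arachidonic acid, 30 min at room temperature. Hydroperoxide measured by Fe-xylenol orange, 573/405 nm absorbance ratio.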
APE1 inh – APE1 (human) endonuclease inhibition; recombinant APE1, TAMRA/BHQ-2 abasic DNA cleavage fluorescence; AID 2517; Potency, µM (titrated, usually from 65.8 µM), without a hit: at the highest dose activity change, negative = inhibition, usual class: inhibitors; actives 0.35% (n = 350,000);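 also: potency is read from the fitted curve at half-maximal effect; plate controls were vehicle for no effect and reference inhibitor for full effect; nearly all actives have a fitted effect of over 55% in size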
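Incision of a quenched TAMRA/BHQ-2 THF abasic-site duplex (50 nM) by 0.75 nM APE1, after 15 min compound preincubation, measured as fluorescence increase over three 60 s reads. Values normalized to buffer, DMSO and NSC13755 control wells.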
POLH inh – DNA polymerase eta (human) inhibition; Q9Y253; recombinant Pol eta, fluorescent DNA replication assay; Potency, µM (highest dose often 114 µM), without a hit: at the highest dose activity change, negative = inhibition, usual class: inhibitors; actives 1.2% (n = 390,000); AID 588591; also: potency is read from the fitted curve at half-maximal effect; % is scaled to controls: 0 for no effect and ±100 for the full control effect
Target sequence (Q9Y253 whole entry, looked up): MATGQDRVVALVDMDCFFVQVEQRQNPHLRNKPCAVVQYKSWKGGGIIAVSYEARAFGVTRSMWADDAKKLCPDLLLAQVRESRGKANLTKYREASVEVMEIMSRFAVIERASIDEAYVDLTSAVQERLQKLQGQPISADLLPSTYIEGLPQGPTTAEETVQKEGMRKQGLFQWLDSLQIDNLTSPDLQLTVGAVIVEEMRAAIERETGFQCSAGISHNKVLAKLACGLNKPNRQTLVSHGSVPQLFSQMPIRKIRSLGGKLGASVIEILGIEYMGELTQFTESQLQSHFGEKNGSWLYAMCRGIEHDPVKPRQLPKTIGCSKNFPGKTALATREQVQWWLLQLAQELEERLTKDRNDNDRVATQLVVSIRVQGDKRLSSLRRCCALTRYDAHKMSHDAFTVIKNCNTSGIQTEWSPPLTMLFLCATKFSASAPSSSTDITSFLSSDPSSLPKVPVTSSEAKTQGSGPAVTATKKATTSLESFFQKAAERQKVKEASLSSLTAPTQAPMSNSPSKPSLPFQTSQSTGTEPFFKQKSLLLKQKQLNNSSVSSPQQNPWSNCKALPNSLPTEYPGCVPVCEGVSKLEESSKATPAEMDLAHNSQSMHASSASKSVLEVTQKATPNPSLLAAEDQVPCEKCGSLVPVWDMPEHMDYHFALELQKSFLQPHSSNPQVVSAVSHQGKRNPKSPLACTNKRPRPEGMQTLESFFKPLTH
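Pol eta at 10 nM preincubated with compounds 15 min at room temperature; reaction started with fluorescent substrate (50 nM final) and read kinetically at 0 and 10 min.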
RGS4 inhibitor – inhibitors of human regulator of G protein signaling 4 | actives 0.039% (n = 390,000) | Transcreener GDP fluorescence polarization, RGS4-accelerated GTP hydrolysis | Potency, µM (top dose mostly 114 µM), for inactives: at the highest dose activity change, negative = inhibition, hits mostly inhibitors | P49798; also: potency is read from the fitted curve at half-maximal effect; % is scaled to controls: 0 for no effect and ±100 for the full control effect; nearly all actives have a fitted effect of over 75% in size; some results filed as inactive show a strong effect at the top dose
Target sequence (P49798 whole entry, looked up): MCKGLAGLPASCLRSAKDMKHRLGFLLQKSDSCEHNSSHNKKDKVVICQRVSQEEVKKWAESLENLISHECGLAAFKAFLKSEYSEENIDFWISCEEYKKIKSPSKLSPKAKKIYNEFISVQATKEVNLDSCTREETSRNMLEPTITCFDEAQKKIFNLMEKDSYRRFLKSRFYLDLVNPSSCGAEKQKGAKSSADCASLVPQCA
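MLSMR compounds (23 nl, pin-transferred) preincubated 10 min at room temperature with a 500nM (2x) first reagent, then RGS4 at 900nM (2x) plus Transcreener GDP mix added; fluorescence polarization (620/688 nm) read before and after 90 min at 30 °C.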
LDHA block – LDHA (human) enzyme inhibition; P00338; purified LDHA, NADH/diaphorase-resazurin fluorescence; active compounds read low; activity change, % (values are at about 110 or 230 µM); actives 0.15% (n = 480,000); in the data active = activity change below about -30%; inconclusive = mostly about -25% to -30%;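 also: plate controls were DMSO wells for no effect and wells without enzyme for full effect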
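Resorufin fluorescence (ex540/em590), read at 0 and 20 min after diaphorase/resazurin addition, reports the NADH left after a 5 min room-temperature reaction of 2 nM human LDH5 with 0.06 mM NADH and 0.2 mM pyruvate.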
Pol beta inh – blocks human DNA polymerase beta activity | Potency, µM (titrated, usually from 114 µM), for inactives: at the top dose activity change, negative = inhibition, hits mostly inhibitors | actives 1.3% (n = 340,000) | Pol beta primer extension/strand displacement, fluorescence kinetic | AID 485314; also: potency is read from the fitted curve at half-maximal effect; % is scaled to controls: 0 for no effect and ±100 for the full control effect
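Values derive from four-parameter Hill fits of normalized kinetic data: reads at 0 and 10 min following addition of 50 nM substrate to 10 nM Pol beta preincubated 15 min with compound.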
The depositor's hits bear a star; ? = inconclusive; . = no result given; & = joins results of further samples; [ ] = another dose, or the depositor's remark. Unless noted, calls follow the shape of the dose curve; as a rule, active = well fitted curve in the direction sought with a large enough effect; inconclusive = small, poorly fitted or top-dose-only effect, or another doubt; inactive = no such curve, though single readings can be large; an effect the other way counts as inactive or inconclusive. The list is partial; rates above refer to the full screens.

SMILES | ERG Ets-DNA blk | Anesthetic bind | POLK inh | ALOX12 inh | APE1 inh | POLH inh | RGS4 inhibitor | LDHA block | Pol beta inh
O=C1CCCN1c1ccc(CNS(=O)(=O)c2ccc(F)cc2)cc1 | -0.6% | -8.4% | -24.0% | -6.0% | 0.7% | -2.4% | 4.1% | -3.1 | 4.0%
CC(C)(C)OC(=O)N[C@@H](C(=O)OC(C)(C)C)c1ccc(C(F)(F)F)cc1 | -12.2% | . | -13.6% | 0.8% | -13.9% | -11.3% | 18.9% | 3.2 | .
COc1cccc(-c2noc(-c3ccc(Br)o3)n2)c1 | -13.7% | -4.9% | -4.3% | -2.3% | -4.1% | -12.1% | 3.6% | -0.1 | -3.1%
O=C(Cn1cc(C(=O)C2CC2)c2ccccc21)NCc1ccc2c(c1)OCO2 | -1.8% | -13.4% | 7.3% | 0.0% | -1.8% | -10.5% | -52.5% | -3.5 | 3.1%
CCOC(=O)C1=CN(Cc2ccccc2)CCC1=O | 1.3% | . | -1.8% | ? | . | 1.2% | 8.5% | 0.2 | .
CSc1n[nH]c(NC(C)=O)n1 | 2.7% | -4.2% | -17.0% | ? | 14.3% | -7.0% | 6.6% | 0.6 | 41.7%
CC1(C)C(=O)Nc2ccccc2N1C(=O)Cn1ncc(Cl)c(Cl)c1=O | -4.5% | -1.6% | -13.2% | 8.2% | 4.7% | -10.7% | -14.6% | 0.9 | ?
C(=N\N(c1ccccc1)c1ccccc1)/c1ccc(N2CCOCC2)s1 | -4.5% | 4.9% | 0.2% | ? | -0.8% | -19.1% | -29.8% | -8.5 | 12.5%
CC1CCc2cc(F)cc3c(=O)c(C(=O)O)cn1c23 (centres undefined) | -11.8% | -9.2% | -10.1% | -2.6% | -2.5%&-1.4% | -10.7% | 10.6% | -2.5 | 11.3%
Cc1ccc(S(=O)(=O)N(C)c2cc(S(N)(=O)=O)c(C)cc2C)cc1 | 7.5% | -4.9% | 1.2% | -9.4% | 10.0% | -11.3% | 0.2% | -1.1 | 26.3%
COc1ccc(C(=O)NCc2cc(C(C)C)no2)cc1OC1CCN(C(C)C)CC1 | -4.9% | -5.9% | -4.7% | -0.2% | 17.0% | -1.1% | 18.7% | -7.2 | 38.8%
CS(=O)(=O)Cc1cc(Sc2ccccc2)nc(-c2ccncc2)n1 | -7.4% | -13.9% | -11.7% | ? | -5.8% | -5.6% | 10.3% | -6.0 | -1.1%
CCN(Cc1ccccc1)C(=O)Cn1c(=O)oc2cc(S(=O)(=O)N3CCCCCC3)ccc21 | 1.9% | 30.0% | 0.7% | ? | . | . | -37.0% | 2.1 | 30.8%
CCCN1CCN(C(=O)Nc2ccc(C(=O)OCC)cc2)CC1 | -4.9% | -5.0% | 4.2% | -3.9% | -0.3% | -12.9% | -10.8% | -4.4 | -0.5%
COc1ccccc1OCCNC(=O)c1cccc(S(=O)(=O)NCc2ccccc2)c1 | 5.6% | . | 10.9% | 187.3%[activator] | -5.9% | -14.9% | 3.1% | 1.5 | .
C=CCNC(=O)c1ccccc1NC(=O)c1ccccc1 | 8.3% | -11.4% | 0.2% | 1.9% | -7.5% | -2.1% | 6.4% | 3.3 | -3.1%
Cc1ccc(S(=O)(=O)c2n[nH]n3c2nc(=O)c2ccccc23)cc1 | 12.3% | -5.1% | -10.7% | 0.0% | 20.9% | 0.8% | -17.6% | -6.4 | 20.7%
O=[N+]([O-])c1cc(S(=O)(=O)NCCN2CCOCC2)ccc1Sc1nnnn1-c1ccccc1 | -3.3% | -12.5% | -17.8% | 7.4% | 2.2% | -14.0% | 8.2% | 9.0 | 47.1%
O=C(O)c1ccc2c(c1)C(=O)N(Cc1ccccc1)C2=O | -7.6% | 8.2% | -11.2% | -9.4% | 1.4% | -2.1% | 24.1% | -0.4 | -0.3%
COCCn1c(SCC(=O)NCc2ccccc2)nc2ccccc21 | -0.1% | -0.4% | -18.3% | -0.5% | -10.8% | 2.9% | 11.4% | -2.1 | 48.1%
COc1ccc(C)cc1NC(=O)N1CCN(S(=O)(=O)c2ccc3c(ccn3C)c2)CC1 | -1.7% | 11.6% | -3.0%[60.1 µM] | -14.7% | . | -19.9% | 3.4% | 1.3 | 5.2%
COn1c(SC2CCCCC2)nc2ccccc2c1=O | -8.1% | -16.5% | -9.4% | ? | -1.2% | -12.8% | 4.2% | -5.7 | 1.0%
COc1cccc(OCC(=O)N(C)Cc2nc(-c3ccccc3)no2)c1 | 0.1% | -6.7% | -9.9% | -12.0% | 6.0% | 2.2% | 22.4% | -3.4 | 23.2%
O=C(C1=C(O)C(=O)N(c2ccccc2)C1c1ccc([N+](=O)[O-])cc1)c1cccs1 (centres undefined) | -9.5% | -23.7% | -18.5% | ? | -3.6% | 1.3% | -18.7% | -8.6 | 3.1%
CCOc1ccc(CCNC(=O)COC(=O)/C=C/c2ccc(OC(F)F)c(OC)c2)cc1OCC | -1.6% | . | -6.9% | 0.5% | -5.6% | -20.8% | -11.0% | -10.2 | .
COc1ccc2nc3cc(Cl)ccc3c(Nc3ccc(O)c(CN4CCN(C)CC4)c3)c2c1 | . | . | 79.4µM* | ? | . | ? | -40.6% | 28.9 | .
CCOC(=O)C1CCCN(C(=O)c2cc(S(=O)(=O)N3CCCCCC3)ccc2OC)C1 (centres undefined) | -7.7% | . | 1.3% | 8.9% | 12.6% | -12.6% | -10.1% | -1.7 | .
COc1cccc(NC(=O)COC(=O)c2cccnc2)c1 | -6.1% | -8.6% | 3.5% | 0.0% | -5.3% | -9.0% | 9.6% | -10.5 | 1.1%
CCn1cc(S(=O)(=O)N2CCN(c3ccc(Cl)cc3)CC2)cn1 | 17.2% | -12.0% | -7.6% | -4.1% | 24.3% | -14.8% | -18.6% | -1.1 | 1.6%
Cc1ccc(S(=O)(=O)N2CCN(C(=O)C3=COCCO3)CC2)cc1C | -2.2% | -13.3% | -8.0% | 95.8% | 2.2% | -1.7% | 25.9% | -12.3 | 3.5%
Cc1ccc(OCc2cc(C(=O)NCC3COCCO3)no2)cc1C (centres undefined) | 13.5% | ? | 0.3% | 210.5%[activator] | 47.1% | -16.8% | -33.9% | -1.7 | -14.5%
Cc1nc2cc(NC(=O)N3c4ccccc4CC3C)ccc2o1 (centres undefined) | . | 1.2% | -6.7% | 15.2% | -0.3% | 8.6% | -28.4% | 21.8 | 2.3%
Cc1cc(=O)[nH]c(SCC(=O)NCC2CCCCC2)c1C#N | 6.6% | -16.6% | 1.1% | -2.9% | 0.4% | -1.0% | -7.8% | -1.7 | 5.8%
CC(C)(CO)CNC(=O)CCc1nnc(C2(c3ccc(Cl)cc3)CCC2)o1 | 1.2% | -5.6% | 4.4% | -2.5% | 0.8% | -15.3% | -1.9% | -3.2 | 0.7%
COc1cc2c(cc1NC(=O)C(C)NCc1ccccc1)oc1ccccc12 (centres undefined) | -8.6% | -10.6% | -5.7% | -6.6% | 2.7% | -15.8% | ? | -3.5 | 12.2%
Cn1c(Cc2ccccc2)nnc1SCc1cc(=O)n2ccsc2n1 | -6.0% | 0.6% | -8.2% | -2.2% | 15.6% | -13.4% | 1.4% | -2.1 | ?
CCCCOc1c(Cl)cc(C(=O)N(Cc2ccc(C)o2)C2CCS(=O)(=O)C2)cc1Cl (centres undefined) | 1.4% | 8.6% | -1.7% | -27.5% | . | -14.3% | 15.7% | 2.4 | -10.8%
O=C(CSc1ccccc1)N1CCN(S(=O)(=O)c2cccs2)CC1 | 1.5% | -2.9% | -10.0% | 96.4%[activator] | -1.2% | 1.0% | 11.4% | -6.6 | 14.5%
CC(C)N=C1SCC(C)(/C=N/O)S1 (centres undefined) | -4.5% | ? | -8.2% | -12.8% | -15.4% | -10.3% | -12.3% | -1.8 | 58.8%
CC(C)Cn1cnc2c(=O)oc3ccccc3c21 | -4.0% | -5.9% | -3.7% | 185.8%[activator] | 1.9% | -13.7% | 6.3% | -5.0 | 14.6%
Cc1ccc(OCCSc2ncccn2)c(C)c1 | -1.6% | -22.4% | -9.9% | 24.4% | 23.5% | -8.9% | 3.9% | -0.4 | 16.1%
Cc1sc2nc(CN3CCOCC3)nc(N3CCOCC3)c2c1C | 0.8% | -4.4% | -8.7% | ? | 3.0% | -4.4% | 23.7% | -24.4 | 7.9%
O=C(CSc1nnc(-c2ccc(S(=O)(=O)N3CCCC3)cc2)o1)NCc1ccccc1 | -5.4% | 34.5%[activator] | -11.8% | 0.0% | -0.5% | -0.6% | 8.6% | -13.4 | 8.8%
Cc1nc(Nc2c(Cl)cccc2Cl)sc1C(=O)Nc1ccccc1 | 8.5% | -3.0% | -3.3% | ? | 1.1% | -26.8% | 0.7% | -5.9 | -17.0%
CC(NC(=O)Cn1nc(C(=O)O)c2ccccc2c1=O)C12CC3CC(CC(C3)C1)C2 (centres undefined) | 6.5% | -22.3% | -6.3% | -0.4% | -3.2% | -10.2% | 18.8% | -7.5 | ?
